# SENP6 inh – blocks the human protease SENP6 | Q9GZR1 | Recombinant SENP6 catalytic domain, aminoluciferin luminescence | inhibition, % at 10 µM | 330,000 compounds, 1.8% hits;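 active = inhibition above about 50% at the single tested dose, limit read from the data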;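 also: plate controls were DMSO wells with enzyme for no effect and DMSO wells lacking enzyme for full effect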
# SENP8 block – SENP8 (human) protease inhibition; Q96LD8; inhibition, % at 20 µM; AID 602440; 360,000 compounds, 0.64% hits; recombinant SENP8, Nedd8 substrate fluorescence; in the data active = inhibition mostly above about 40%, no sharp cut-off; inactive = mostly below about 27%
# PfG6PD inh – PfG6PD (Plasmodium falciparum) enzyme inhibition | PfGluPho enzyme, NADPH resazurin-diaphorase fluorescence | inhibition, % at 20 µM | 350,000 compounds, 0.78% hits | AID 504690;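 active = inhibition reaching at least a set limit at 20 µM in the primary screen, cut at about 59% in these data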;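 also: 0% = DMSO wells with substrate and 100% = DMSO wells lacking glucose-6-phosphate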
# MPTP inh – blocks calcium-induced mitochondrial swelling; isolated mouse mitochondria, Ca2+ swelling absorbance, 30 min; inhibition, % at 10 µM; 360,000 compounds, 1.4% hits; AID 602449;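 active = inhibition of 50% or more, scaled per plate between neutral and stimulator controls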;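 also: 0% = DMSO wells given calcium and 100% = 1 mM EGTA wells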
# ATG4B inh – inhibitors of human ATG4B cysteine protease. Q9Y4P1. ATG4B cleavage of LC3-PLA2, NBD-HPC fluorescence, 1 h. inhibition, % at 8.33 µM. 340,000 compounds, 0.51% hits. AID 504462; in the data active = inhibition above about 40%
# Target sequence (Q9Y4P1 whole entry, looked up): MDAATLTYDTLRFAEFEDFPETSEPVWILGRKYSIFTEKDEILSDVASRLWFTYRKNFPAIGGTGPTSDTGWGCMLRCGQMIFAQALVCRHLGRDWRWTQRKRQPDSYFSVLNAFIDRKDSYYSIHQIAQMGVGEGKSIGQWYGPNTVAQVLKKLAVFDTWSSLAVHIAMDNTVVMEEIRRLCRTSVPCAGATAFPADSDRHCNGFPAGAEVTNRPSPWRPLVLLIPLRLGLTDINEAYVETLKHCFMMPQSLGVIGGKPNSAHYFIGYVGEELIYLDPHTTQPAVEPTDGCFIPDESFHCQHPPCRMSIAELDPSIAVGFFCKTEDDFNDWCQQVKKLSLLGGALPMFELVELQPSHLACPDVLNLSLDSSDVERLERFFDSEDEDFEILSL
# GRIN3A LBD mod – modulators (binders) of human NR3A ligand-binding domain; NR3A LBD differential scanning fluorimetry, Tm shift; 0% = protein alone, 100% = glycine-bound protein; 340,000 compounds, 2.5% hits; Tm shift relative to glycine control, % at 25 µM; AID 1259313;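 active = melting temperature shift of at least 10% of the positive control shift, at one fixed dose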
# SENP7 block – inhibitors of human SENP7 protease. recombinant SENP7, Z-RLRGG-aminoluciferin luminescence, 40 min. inhibition, % at 5 µM. 330,000 compounds, 1.5% hits;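 active = inhibition above about 50% at the single test dose, limit read from the data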;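 also: plate controls were DMSO with enzyme for no effect and no enzyme buffer wells for full effect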
# Target sequence (Q9BQF6 706-1050 limits assumed): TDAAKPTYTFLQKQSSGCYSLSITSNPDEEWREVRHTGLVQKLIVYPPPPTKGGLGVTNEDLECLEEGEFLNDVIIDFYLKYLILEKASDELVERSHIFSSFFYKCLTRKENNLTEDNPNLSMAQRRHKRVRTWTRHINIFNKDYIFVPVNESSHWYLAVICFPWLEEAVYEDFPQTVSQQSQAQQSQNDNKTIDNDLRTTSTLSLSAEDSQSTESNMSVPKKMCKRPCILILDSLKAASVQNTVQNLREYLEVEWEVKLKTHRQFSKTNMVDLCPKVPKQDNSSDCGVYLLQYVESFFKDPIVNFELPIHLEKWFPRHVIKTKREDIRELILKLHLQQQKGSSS
# HKDC1 inhibitor – HKDC1 (human) hexokinase inhibition | recombinant HKDC1, G6PDH/diaphorase resazurin coupled fluorescence | inhibition, % at 20 µM | 340,000 compounds, 0.16% hits;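 active = inhibition above about 35% when tested at 20 µM, limit read from the data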;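 also: plate controls were DMSO wells with enzyme for no effect and DMSO wells lacking enzyme for full effect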
#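 Material: recombinant HKDC1 hexokinase; Amount: HKDC1 at 5 µg/mL; Medium: Tris pH 8.0 buffer with MgCl2, Tween-20, BSA, BME; Schedule: 90 min reaction incubation at room temperature, dark; Technique: coupled resazurin fluorescence, excitation 525 nm, emission 613 nm.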
# Active calls of the source: *; / = no result given.
SMILES,SENP6 inh,SENP8 block,PfG6PD inh,MPTP inh,ATG4B inh,GRIN3A LBD mod,SENP7 block,HKDC1 inhibitor
COc1ccc(NC(=O)C2CCCN(S(=O)(=O)c3cccs3)C2)cc1OC (stereo not drawn),-35,1,3,-1.0,-4,4,-7,13
O=C(O)c1ccccc1NN=Cc1ccccc1,/,2,-22,-2.3,12,-1,/,14
CCCCCCn1c(SCCC)nc2c1c(=O)[nH]c(=O)n2C,-15,22,2,2.9,2,-2,4,-2
C=CCOc1ccc(/C(CC)=N/O)cc1OC,2,10,-10,3.3,-6,-1,-1,1
Cc1ccc(C(=O)Nc2c(C#N)c(C)c(C)n2Cc2ccccc2)cc1,3,18,-13,4.5,16,-8,-2,-4
Cc1nn(C(=O)CN2C(=O)c3ccccc3C2=O)c(C)c1Br,-20,26,-30,-0.7,-9,1,-2,-6
Cc1ccccc1NS(=O)(=O)c1nnc(NC(=O)c2ccccc2C)s1,1,-51,-63,2.3,6,-11,-2,3
Cc1ccc(CC2SC(N)=NC2=O)cc1 (stereo not drawn),7,-4,-22,0.3,5,2,13,4
O=c1oc(Cl)c(Cl)c2ccccc12,2,2,16,0.7,3,1,7,13
COc1ccc(C(=O)OCCNC(=O)c2c(Cl)nc3ccccn23)cc1,7,2,-3,4.5,-9,2,-5,-3
O=S(=O)(c1cccc(S(=O)(=O)N2CCOCC2)c1)N1CCCCCC1,18,2,5,-1.1,0,0,1,-5
CC(Oc1ccc(C(=O)c2ccccc2)cc1)C(=O)Nc1ccc(S(N)(=O)=O)cc1 (stereo not drawn),1,4,-4,4.5,-8,-2,8,5
CN(C)CCNC(=O)c1sc2nc(-c3ccccc3)cc(C(F)(F)F)c2c1N,-11,-23,-3,1.8,9,3,1,3
CCN(CC(=O)Nc1c(F)cccc1F)C(=O)CCc1nc2cc(S(=O)(=O)N3CCOCC3)ccc2n1C,-1,19,-6,-1.5,-4,1,2,-2
COc1ccc(CNC(=O)CN(Cc2ccccc2OC)C(=O)c2csnn2)cc1,-10,8,14,-1.3,-4,-1,-2,-4
Cc1ccc(CCNC(=O)C2CC(c3ccc(C(F)(F)F)cc3)=NO2)cc1 (stereo not drawn),-9,12,2,1.0,-7,-1,2,2
CN(CC(=O)Nc1ccc(Cl)c(C(F)(F)F)c1)C(=O)c1cccc2cccnc12,-9,-4,18,-0.9,-21,-5,3,-5
Cc1[nH]c2ccccc2c1C(C[N+](=O)[O-])c1cccc(O)c1 (stereo not drawn),-12,2,1,1.4,-8,-6,-1,-3
COc1ccccc1C(=O)NCCC(=O)NNC(=O)Cn1ccc(C(F)(F)F)n1,-8,6,7,-0.7,2,-2,14,-3
CCCC(=O)Nc1cc(S(=O)(=O)N2CCOCC2)ccc1N1CCCCC1,-11,8,37,-1.1,-7,1,-8,8
Cc1cc(N2CCN(S(=O)(=O)c3ccc(C)c(C)c3)CC2)c2ccccc2n1,3,5,-4,8.6,-9,0,-6,-2
CC(C)(C)NC(=O)C1CC(=O)OC12CCCCC2 (stereo not drawn),-13,29,-15,2.4,-10,0,3,-7
Fc1ccccc1NC(=S)Nc1cccc2cnccc12,92*,-250,58,0.5,-4,2,78*,8
Cc1[nH]c2ccccc2c1SCC(=O)N1CCCCC1,-10,-2,3,-0.5,-9,-1,-2,6
CCOc1ccc2oc(-c3ccccc3)c(C(N)=O)c2c1,7,-276,0,-0.9,8,-1,4,-7
CC1(C(=O)NCc2ccccn2)C=CCN1C(=O)c1ccccc1 (stereo not drawn),-10,7,13,-3.0,-11,1,-1,4
COc1ccc(-n2nc(C(=O)NCC(=O)NCCCN3CCOCC3)c3ccccc3c2=O)cc1,-23,-52,-3,0.0,-4,3,-6,-5
C=CCN(CC=C)C(=O)Nc1cc(OC)ccc1OC,/,17,14,-0.1,-4,1,/,0
CCSc1nnc(NC(=O)c2c(-c3ccccc3Cl)noc2C)s1,-6,-15,-2,0.9,-5,1,7,-2
Fc1ccc(COc2ccc(C(=S)N3CCCC3)cc2)cc1,62*,12,4,-2.1,7,0,40,-4
COc1ccc(C(=O)Nc2cc3c(cc2N2CCOCC2)n(C)c(=O)n3C)cc1OC,5,6,7,-1.1,1,-6,2,-6
Cc1ccccc1C(=O)N1CCC(C(=O)N(CC(C)C)c2c(N)n(Cc3ccccc3)c(=O)[nH]c2=O)CC1,-4,-2,-2,-1.3,-9,0,5,1
Cc1onc(-c2ccccc2Cl)c1C(=O)Nc1cccc(-c2cn3cccnc3n2)c1,4,-296,13,-1.9,10,-1,9,-5
O=C(NCCC1=CCCCC1)C1CCC(CNc2c(N3CCCC3)c(=O)c2=O)CC1 (stereo not drawn),0,6,-11,2.0,2,-2,-4,12
O=c1c2c3c(sc2n(CCN2CCCC2)c(=O)n1Cc1ccco1)CCCCC3,3,10,-6,-2.8,3,0,5,7
COc1cc2c(cc1OC)C(=O)NCC(C)(C)O2,2,16,-16,0.8,7,-1,3,-10
S=C(c1cn(Cc2ccc(Br)cc2)c2ccccc12)N1CCOCC1,8,2,24,1.1,-5,-3,5,-6
COc1ccc(Cl)cc1C(=O)NNC(=O)c1nc2nc(C)cc(C)n2n1,-23,6,-6,1.0,0,-1,-10,0
O=C(CCCN1C(=O)/C(=C/c2ccccc2)SC1=S)Nc1ccc(C(=O)O)c(O)c1,79*,18,-22,-2.4,26,-1,20,8
CN(CC(=O)O)Cc1oc(CO)cc(=O)c1O,/,21,-12,0.1,5,0,/,-7
Cc1c(C(=O)N2CCCCCC2)c(S(=O)(=O)NCc2ccccc2Cl)c(C)n1C,-12,2,2,0.7,3,-1,11,-6
CC1CC(C)CN(CCCSc2ccccc2)C1 (stereo not drawn),-16,4,-7,0.1,5,1,-7,0
CCOC(=O)c1cnc2nc(COc3ccccc3)[nH]n2c1=O,2,8,-13,1.7,-10,-1,1,-8
O=C(c1ccc(Cl)cc1)N(Cc1ccco1)C1CCS(=O)(=O)C1 (stereo not drawn),0,1,-1,-0.6,9,-3,6,-3
CC(C)Oc1c(Cl)cc(CNC(C)(C)CO)cc1Cl,-3,-18,-8,-0.3,-8,-1,-4,-6
C#Cc1ccc([C@H]2C=C(C(=O)N3CCOCC3)O[C@@H](OCC)[C@@H]2CCCO)cc1,-23,-6,2,-0.7,-4,-3,2,-8
COc1ccc(S(=O)(=O)Cc2ccc(C(=O)N3CCc4ccccc4C3)o2)cc1,-10,4,-8,0.0,3,-1,-5,3
Cc1cccc(OCC(=O)O/N=C(\N)Cc2cccs2)c1,-16,9,-1,0.8,-3,3,19,-3
O=C(COC(=O)c1c(Cl)cccc1Cl)NC1CCCCCCC1,-7,-1,-8,-2.0,-5,0,-1,0
C[C@@H](NC(=O)c1ncn(Cc2ccccc2)c1C(=O)N[C@H](C)c1ccccc1)c1ccccc1,-12,18,28,2.7,-10,-2,-2,0
Cc1cc(C(=O)NNC(=O)c2c(-c3c(Cl)cccc3Cl)noc2C)no1,-16,3,-1,-0.8,1,0,2,-5
CCC(=O)n1nc(-c2ccco2)nc1N,-7,22,-11,-5.8,-1,1,2,2
C/C(=N\N=C(N)N)c1cc(Cl)ccc1Cl,-1,17,-3,2.3,-2,-2,-11,-10
c1ccc(Cn2nnc3c(N4CCc5ccccc5C4)ncnc32)cc1,-9,6,-1,-0.3,9,-1,-4,1
COC(=O)c1cccnc1-n1c(=O)c2cccnc2n(Cc2cccc(C(F)(F)F)c2)c1=O,-17,-17,3,2.9,-11,1,7,-4
Cc1ccc2[nH]c3c(c2c1)CN(C(=O)CN1CCN(c2ccccn2)CC1)CC3,23,-55,22,1.3,-21,1,23,9
COc1ccccc1/C=C(/C(=O)OCC(=O)Nc1ccc(N(C)C)cc1)c1ccccc1,11,1,-8,1.4,-5,-2,7,-2
CC(C)C(C(=O)NCC1CCCO1)N(Cc1cccs1)C(=O)CNS(=O)(=O)c1ccccc1 (stereo not drawn),-10,10,0,3.1,-5,-2,-3,-6
Cc1cc(C)cc(OCC(=O)OCCN2C(=O)c3ccccc3C2=O)c1,-1,15,-2,-0.2,3,1,1,-1
CCC1COCCS(=O)(=O)N1Cc1cccc(Cl)c1 (stereo not drawn),2,14,9,0.3,0,2,7,-2
# Other records follow:
SMILES,SENP6 inh,SENP8 block,PfG6PD inh,MPTP inh,ATG4B inh,GRIN3A LBD mod,SENP7 block,HKDC1 inhibitor
N#CC1=C(N)OC2=C(C(=O)CC(c3ccccc3)C2)C1c1ccoc1 (stereo not drawn),-5,-5,-22,0.3,8,1,1,-2
COc1ccc(-c2noc(CN(C)S(=O)(=O)c3ccc(C)cc3)n2)cc1,2,13,14,15,-8,0,8,2
Cc1cc(NCc2ccc(F)cc2Cl)n2nnnc2n1,-6,28,1,-0.6,48*,-1,-5,-4
Cc1ccc(-c2nc(C)sc2CC(=O)OCC(=O)Nc2cccc([N+](=O)[O-])c2)cc1,-22,-2,-7,1.5,10,-3,13,-4
CCC(C(=O)NC1CCCCC1)n1nc(C)c2c(C)n(-c3ccccc3)nc2c1=O (stereo not drawn),-13,14,10,-0.4,0,-5,-5,-4
Cc1ccccc1NC(=O)C1CCCN(C(=O)NCc2ccccc2)C1 (stereo not drawn),-7,6,11,-3.1,-3,0,-4,-5

# Assay outcomes: PubChem BioAssay, Sanford-Burnham Center for Chemical Genomics
